Screens: PubChem BioAssay, several laboratories
core dimer inh – blocks dimerization of HCV core protein; 0.33% of 300,000 active; TR-FRET GST/Flag-core106 dimerization, 1536-well; AID 1899; inhibition, % at 5 µM;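 active = inhibition above the mean of all tested compounds plus 3 SD, set per screening campaign, cut at about 45% in these data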
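Assay system – GST-tagged and Flag-tagged HCV core protein residues 1-106 · Quantity – core106 proteins, GST 13.5 nM and Flag 17 nM · Benchmarks – unlabelled core106 and no-GST-core106 wells · Read-out basis – percent inhibition of core106 dimerization signal · Detection – time-resolved FRET, ex 340 nm, em 617 and 671 nm · Schedule – 4 h at 22.5 °C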
PP5 inh – PP5 (human) phosphatase inhibition; P53041; 0.18% of 320,000 active; purified PP5c, OMFP substrate fluorescence; inhibition, % at 6.7 µM;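 active = inhibition above the campaign's mean inhibition across all tested compounds plus 3 SD, cut at about 9.5% in these data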;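 also: 0% = DMSO only and 100% = 100 µM cantharidin control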
Target sequence (P53041 whole entry, looked up): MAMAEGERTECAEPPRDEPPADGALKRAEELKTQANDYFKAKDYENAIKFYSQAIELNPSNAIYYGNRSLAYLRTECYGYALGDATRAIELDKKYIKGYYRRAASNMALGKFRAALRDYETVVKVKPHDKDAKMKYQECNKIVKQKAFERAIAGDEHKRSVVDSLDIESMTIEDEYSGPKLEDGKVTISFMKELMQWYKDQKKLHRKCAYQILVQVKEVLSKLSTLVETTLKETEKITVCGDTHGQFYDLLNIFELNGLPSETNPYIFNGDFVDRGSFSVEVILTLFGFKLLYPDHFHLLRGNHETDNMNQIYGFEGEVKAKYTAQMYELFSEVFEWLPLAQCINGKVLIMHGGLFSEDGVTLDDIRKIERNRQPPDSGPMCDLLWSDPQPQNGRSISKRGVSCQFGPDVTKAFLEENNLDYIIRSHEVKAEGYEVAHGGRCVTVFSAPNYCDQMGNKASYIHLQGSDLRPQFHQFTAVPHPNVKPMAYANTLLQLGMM
GRK2 aptamer HTS – blocks RNA aptamer binding to human GRK2. P25098. bead flow cytometry, FAM-aptamer displacement from GRK2. inhibition of aptamer binding, % at 10 µM. 0.59% of 330,000 active;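 active = inhibition of aptamer binding above 40%, roughly 3 SD of noise, on plates passing a quality check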;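 also: median bead fluorescence of bound FAM aptamer so fluorescent compounds give negative values; no value below 0 was filed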
CTSL1 counter – cathepsin L1 inhibition, PFM18AAP counter-screen; recombinant F. hepatica cathepsin L1, Z-Leu-Arg-MCA fluorescence; inhibition, % at 5.96 µM; 0.49% of 300,000 active;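 active = inhibition above the mean of all tested compounds plus 3 SD, set per screening campaign, cut at about 17% in these data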;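 also: 0% = plate median of test compound wells and 100% = 1 µM Z-Phe-Ala-diazomethylketone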
proCasp3 act – activators of human procaspase-3; P42574; recombinant procaspase-3 D3A, Ac-DEVD-pNA absorbance 405 nm; activation, % at 8.5 µM; 0.11% of 330,000 active; AID 463141;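 active = activation above the mean of all tested compounds plus 3 SD, cut at about 21% in these data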;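 also: 0% = DMSO alone and 100% = DMSO wells spiked with extra 5 µM PC-3 D3A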
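assay system = Procaspase-3 D3A mutant | signal = absorbance at 405 nm, 0 and 120 min | times = 1 h preincubation plus 2 h reaction at 25 °C | repeats = single replicate | read-out = % activation between DMSO and enzyme-spiked controls | medium = Zinc-free HEPES saline buffer with Triton X-100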
PP1 counter – blocks human PP1-alpha phosphatase, a PP5 counter-screen. purified PP1alpha, OMFP fluorescence. inhibition, % at 6.7 µM. 0.9% of 320,000 active;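 active = inhibition above the mean inhibition of all tested compounds plus 3 SD, computed separately for each screening campaign, cut at about 15% in these data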
JMJD2C inh – inhibitors of human GASC-1 (JMJD2C) demethylase | GST-JMJD2C(1-420) H3K9me3 demethylation, DELFIA europium | inhibition, % at 2.35 µM | 0.069% of 330,000 active;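 active = more than half of a compound's replicate wells show inhibition beyond 50%, single wells judged on their own value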;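 also: signal counts dimethyl H3K9 product captured on neutravidin plate; 0% = median of DMSO wells and 100% = 0.3 times that DMSO median; strong numbers were not always called active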
Target sequence (Q9H3R0 1-420 limits assumed): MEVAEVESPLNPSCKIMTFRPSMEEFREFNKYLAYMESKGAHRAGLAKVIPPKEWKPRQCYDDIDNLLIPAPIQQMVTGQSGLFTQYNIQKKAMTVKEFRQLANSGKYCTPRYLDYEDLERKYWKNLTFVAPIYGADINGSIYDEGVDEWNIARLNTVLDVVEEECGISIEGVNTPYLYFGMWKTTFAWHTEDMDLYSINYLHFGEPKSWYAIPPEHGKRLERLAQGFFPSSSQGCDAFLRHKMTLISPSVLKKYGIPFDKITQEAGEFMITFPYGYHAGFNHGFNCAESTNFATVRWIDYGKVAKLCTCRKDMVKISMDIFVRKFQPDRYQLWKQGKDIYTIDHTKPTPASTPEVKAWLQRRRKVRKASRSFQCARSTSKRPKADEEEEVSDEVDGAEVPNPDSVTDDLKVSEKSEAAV
VLA-4 inh – inhibition in a human VLA-4 binding assay. P13612. VLA-4 expressing cells, ligand binding flow cytometry. inhibition, % (about 7 µM as worked out from the volumes in the protocol). 0.2% of 330,000 active. AID 2557; in the data active = inhibition above about 50%
proCasp7 act – activates human procaspase-7, counter-screen for procaspase-3 activators; recombinant procaspase-7, Ac-DEVD-pNA absorbance 405 nm; D23A/D198A/D206A triple mutant, cannot self-cleave; scale: DMSO 0, 5 µM enzyme 100; AID 463210; P55210; 0.093% of 330,000 active; activation, % at 8.5 µM;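 active = percent activation above the screen-wide mean plus 3 SD, cut at about 25% in these data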
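Replicates: singlicate. Assay system: Procaspase-7 triple mutant (PC-7 D3A). Signal: 405 nm absorbance of p-nitroaniline. Times: 1 h preincubation, 2 h reaction. Buffer or medium: Zinc-free HEPES pH 7.4 with 300 mM NaCl, 0.01% Triton X-100. Also added: DEVD-pNA substrate. Benchmarks: DMSO wells as 0%, DMSO with 5 µM added PC-7 as 100%.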
* hit, by the source's call; i = inactive; · = not tested or not shown; & = joins results of further samples.

Order of results: core dimer inh	PP5 inh	GRK2 aptamer HTS	CTSL1 counter	proCasp3 act	PP1 counter	JMJD2C inh	VLA-4 inh	proCasp7 act
#1 Cc1cc(C)c2nc(N3CCC(C(=O)NCCCN4CCCCC4)CC3)sc2c1
 : -10.6	2.2	0.0	1.0	7.6	-1.1	-0.7	8.2	15.2
#2 COc1cc(/C=C2\C(=O)ON=C2c2ccc(Cl)cc2)ccc1O
 : 5.0	3.9	14.0	-2.1	-3.6	-2.3	-4.8	-6.1	-9.2
#3 CCOCCCNC(=O)C1(O)c2cc(Br)ccc2NC(=O)N1c1cccc(OC)c1 (stereo not given)
 : -6.6	0.4	0.0	1.4	9.4	-1.7	2.7	3.4	-1.1
#4 O=C(Nc1cccc(C(=O)O)c1)/C(=C\c1ccco1)NC(=O)c1ccc(Br)o1
 : 1.5	3.0	2.0	1.3	-2.1	-0.1	17.4	6.0	4.7
#5 Cc1ccc2cccc(NC(=S)NC(=O)c3ccn(C)n3)c2n1
 : 5.9	0.4	0.0	7.4	-21.1	0.8	2.3	8.6	-11.2
#6 CCCN1CCC(=O)N([C@H](CSc2ccccc2)CC(C)C)CC1
 : -6.0	1.0	0.0	-6.9	0.7	-1.8	-1.4	-10.1	6.3
#7 CC1(C)S[C@@H]2[C@H](NC(=O)Cc3ccccc3)C(=O)N2[C@H]1C(=O)O
 : -1.8&-11.1	1.9&1.9	4.0&3.0	-5.0&0.4	6.3&2.9	-9.2&0.7	-17.8&-11.3&-13.9	-0.5&2.2	-6.7&11.6
#8 COc1cccc(C(=O)Nc2ccc(F)c(F)c2F)c1
 : -0.5	0.4	0.0	-0.5	0.7	-1.3	43.4	9.3	10.8
#9 COc1ccc(C(=O)N(C)Cc2nc3ccccc3c(=O)[nH]2)cc1S(=O)(=O)N1CCCC1
 : ·	0.2	5.0	·	4.6	5.5	10.5	-7.1	11.7
#10 O=C(CSCc1ccc(Cl)cc1)N/N=C/c1ccco1
 : -1.2	-3.3	0.0	4.8	0.6	0.8	-9.4	6.6	8.0
#11 Cc1noc(C)c1C(=O)Nc1sc(C)c(C)c1C#N
 : -0.7	1.6	0.0	-1.4	-9.3	1.0	13.1	0.9	-12.9
#12 COCC(C)n1c(C)cc(C(=O)CSc2nnc(Nc3ccccc3F)s2)c1C (stereo not given)
 : 6.9	0.6	1.0	0.8	0.1	-7.9	8.5	11.5	9.1
#13 CCN(CC)C(=O)COC(=O)c1cc(-c2ccc(OC)cc2)nc2ccccc12
 : 5.8	1.9	0.0	-2.7	5.8	0.9	1.7	-1.0	15.6
#14 CCN1CCN(c2ccc(S(=O)(=O)N3CCCCC3)cc2NC(=O)/C=C/c2cccc(OC)c2OC)CC1
 : -5.0	2.9	0.0	-35.5	-0.5	0.4	-24.3	-3.9	-7.2
#15 CCOC(=O)c1nnn(-c2nonc2-n2cccc2)c1CN1CCC(C(=O)OCC)CC1
 : 2.7	2.2	4.0	1.2	-12.3	6.7	-2.0	15.1	-1.5
#16 O=C(CCCn1c(=S)[nH]c2cc3c(cc2c1=O)OCO3)N1CCN(C2CCCCC2)CC1
 : 2.6	2.1	3.0	1.2	-9.4	-2.5	3.0	0.1	-0.1
#17 Cc1ncc([N+](=O)[O-])n1CC(=O)NC(C)(C)C
 : -7.8	1.0	0.0	-5.8	-12.0	0.4	1.1	17.2	1.1
#18 CN1C(CC(=O)Nc2ccc(Cl)cc2Cl)c2ccccc2CC1(C)C (stereo not given)
 : 1.9	0.2	2.0	-2.5	-7.0	-3.2	0.9	0.0	2.3
#19 CCOC(=O)/C=C1\CC(=O)Nc2cc(C)c(C)cc2N1
 : -2.1	3.0	2.0	2.2	-1.6	1.4	8.1	1.2	3.6
#20 Cc1cc(C)cc(OCC(=O)NN2C(=O)c3ccccc3C2=O)c1
 : -0.7	2.7	5.0	-9.8	2.2	0.2	-49.9	2.8	4.0
#21 CCOc1ccccc1CN1CCN(Cc2cn(C)nc2-c2ccccc2)CC1CCO (stereo not given)
 : -0.3	-1.4	0.0	5.3	3.8	-2.1	-17.2	0.7	4.0
#22 CC(=O)Nc1cccc(/C(C)=N/NC(=O)c2ccc(NS(=O)(=O)c3cccs3)cc2)c1
 : -3.6	0.3	0.0	-2.5	3.7	-1.1	0.2	31.1	12.6
#23 Cn1c(=O)c2c([nH]c(=S)n2Cc2ccc(Cl)cc2)n(C)c1=O
 : 7.1	-2.1	0.0	-0.1	-4.1	-3.5	11.8	7.7	-15.6
#24 COc1ccc(N=C2S/C(=C\c3ccc(N4CCOCC4)o3)C(=O)N2CCc2c[nH]c3ccccc23)cc1
 : 33.8	1.7	33.0	-7.5	-24.9	-2.0	i	i	-14.0
#25 COCCN(C(=O)CSc1nnc(-c2ccccc2OC)o1)c1c(N)n(CC(C)C)c(=O)[nH]c1=O
 : -2.7	0.0	0.0	-4.5	11.1	-5.8	-3.8	-25.4	1.6
#26 Cc1cc(C)c(NC(=O)CCCSc2nnc(N)s2)c(C)c1
 : 4.2	-1.9	3.0	-2.7	9.6	-0.4	14.4	0.6	8.6
#27 CCn1c(CNc2ccc(F)cc2)nnc1SCC(=O)Nc1ccccc1OC
 : 4.9	-0.6	1.0	-10.8	5.1	1.5	0.4	0.2	4.2
#28 COc1ccc2c(c1)cc(C(=O)N[C@@H](Cc1ccccc1)C(=O)N[C@@H](C)C(=O)O)n2C
 : -3.4	-0.9	0.0	0.3	-3.3	-1.1	-0.8	5.2	16.9
#29 C[C@@H](C(=O)Nc1ccc2c(c1)OCCO2)n1c(=O)[nH]c2ccccc2c1=O
 : -7.4	-1.7	0.0	4.2	-8.4	-2.1	-9.2	20.6	1.2
#30 CCCCCN(C(=O)CCC(=O)OCc1ccccc1C(F)(F)F)c1c(N)n(CCCC)c(=O)[nH]c1=O
 : 1.1	1.6	47.0*	6.3	-6.5	-0.3	-3.9	-2.4	2.5
#31 CN(C)S(=O)(=O)c1cccc(N=c2scc(-c3ccc4c(c3)NC(=O)CO4)n2CC2CCCO2)c1 (stereo not given)
 : -0.1	6.5	0.0	3.1	-5.0	7.6	-12.9	-12.2	-0.1
#32 O=C(N/N=C\c1cc([N+](=O)[O-])ccc1N1CCOCC1)c1ccccn1
 : 3.8	0.8	89.0*	2.2	10.5	-0.8	-0.2	12.4	11.1
#33 CCc1ccc(OCC(=O)NNC(=O)C2CCC2)cc1
 : -2.5	2.3	5.0	-7.2	2.8	-4.2	-3.8	-0.8	2.6
#34 COc1c(F)c(F)c(C(=O)O)c(Nc2ccccc2)c1F
 : 5.0	1.6	2.0	2.6	9.6	-5.4	-6.8	14.3	-5.3
#35 CC(=O)N1CCN(c2ccc([N+](=O)[O-])cc2C#N)CC1
 : 1.9	-1.5	2.0	1.8	-21.7	-1.3	9.7	1.2	-25.7
#36 COc1ccccc1C(NC(=O)CC(C)C)c1c(O)ccc2ccccc12 (stereo not given)
 : 2.9	2.4	5.0	1.6	7.3	6.1	3.2	8.9	-6.9
#37 CN(C)CC(=O)N1c2ccccc2Sc2ccc(Cl)cc21
 : -1.4	1.7	0.0	-4.2	3.3	1.4	7.6	1.0	15.2
#38 Cc1onc(-c2ccccc2)c1C(=O)Nc1cccc(S(=O)(=O)NC2=NCCC2)c1
 : ·	0.0	3.0	·	6.9	-6.9	6.3	-4.4	12.6
#39 COCCCn1c(SCC(=O)Nc2ccccc2F)nnc1-c1ccoc1C
 : -2.2	2.4	0.0	1.3	-1.5	-0.6	33.3	-14.5	-2.5
#40 CC(C)CCOC(=O)C1[C@H]2C(=O)N(Cc3cccs3)C[C@]23C=C[C@H]1O3 (stereo not given in full)
 : 0.9	-1.7	0.0	7.0	-0.1	-0.5	-3.9	7.5	4.4
#41 Cc1csc(NC(=O)CN2C(=O)C3CC=CCC3C2=O)n1 (stereo not given)
 : -3.0	0.8	0.0	-2.0	4.7	-2.6	-11.8	-7.8	2.5
#42 O=C(c1cccc(S(=O)(=O)Nc2ccc(F)cc2)c1)N1CCC1
 : ·	-0.8	0.0	·	1.3	-2.5	·	9.7	6.5
#43 CC(C)(C)C1CCC2(CC1)C(C#N)=C(SCC(=O)Nc1ccccc1)NC(=O)C2C#N (stereo not given)
 : 19.7	6.6	1.0	5.4	-6.5	8.0	2.4	-12.8	-4.0
#44 Cc1sc(N2C(=O)C3C(C2=O)[C@H]2C=C[C@@H]3C2)c(C#N)c1C (stereo not given in full)
 : -2.3	1.7	0.0	-4.9	7.2	0.9	-15.4	-6.5	9.2
#45 CC(c1ccco1)N(C(=O)c1cc(Cl)cc(Cl)c1)c1ccccn1 (stereo not given)
 : -7.8	2.5	4.0	0.7	2.3	-0.3	-1.7	6.7	-3.6
#46 CC[C@H](CO)Oc1cc(NCc2ccc(Cl)c(Cl)c2)c2ncn(C(C)C)c2c1
 : ·	·	2.0	·	0.5	·	-0.2	3.4	7.7
#47 Cc1cc2nnc(SCC(=O)NCC(c3ccccc3)N(C)C)n2c2ccccc12 (stereo not given)
 : -8.2	2.4	3.0	0.3	5.6	0.4	-4.1	10.8	7.4
#48 CC1(C)CC(=O)c2sc(NC(=O)CN3CCOCC3)nc2C1
 : -0.9	-0.4	2.0	4.7	2.6	1.2	-3.5	11.4	-9.7
#49 CCc1ccc(-c2csc3ncn(Cc4ccc(C(=O)O)cc4)c(=O)c23)cc1
 : 13.0	0.6	6.0	-0.7	-6.6	3.2	-7.0	3.4	8.2
#50 O=C(NNC(=O)c1cc2ccccc2cc1O)Nc1ccc(Br)cc1
 : 6.2	0.5	0.0	3.3	3.6	6.5	-13.5	6.2	-9.4
#51 Cc1nn(-c2ccccc2)c(C)c1/C=N/NC(=O)c1cc(-c2ccc(Cl)s2)[nH]n1
 : 4.2	5.6	0.0	3.3	-4.2	-2.3	3.3	15.4	6.3
#52 CC(=O)CCC(=O)N1CCCC(CNC(=O)c2ccc(-c3ccccc3)cc2)C1 (stereo not given)
 : 0.8	0.7	0.0	2.8	-1.1	-3.4	-10.9	-5.0	3.4
#53 c1ccc(C(c2nnnn2Cc2ccco2)N2CCN(c3nc4ccccc4s3)CC2)cc1 (stereo not given)
 : -0.5	1.8	1.0	1.4	7.1	3.9	21.3	5.7	-18.1
#54 COc1ccc(CNC(=O)COC(=O)c2ccco2)cc1
 : 0.2	-1.4	0.0	-5.9	2.5	10.0	4.3	1.6	-1.8
#55 COc1ccccc1NS(=O)(=O)c1cc(NC(=O)c2cc[n+]([O-])cc2)ccc1N1CCCC1
 : 2.9	-0.1	1.0	0.8	-6.6	-2.2	12.6	9.8	-7.4
#56 O=C(Cn1cc(C(=O)COc2ccccc2)c2ccccc21)NCc1ccco1
 : 6.2	-0.9	0.0	2.9	-10.4	16.7*	5.3	-4.7	9.7
#57 CCCCC(CC)CNC(=O)c1cc2ccccc2c(=O)o1 (stereo not given)
 : -6.2	2.4	0.0	8.9	-0.5	0.3	1.6	-17.2	-6.2

Not a hit list. About 2.6% of those tested had a hit in this group.
